Screening results from PubChem.
PAFAH2 inh: PAFAH2 enzyme inhibitors, primary screen, biochemical, fluorescence polarization, human. Platelet-activating factor acetylhydrolase 2, cytoplasmic (Homo sapiens), Q99487. recombinant PAFAH2, FP-rhodamine activity probe. inhibition, % at 3.39 µM. actives 0.99% (n = 340,000). AID 492956, 2010;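 active = inhibition above the mean over all tested compounds plus 3 SD, cut at about 30% in these data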;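 also: inhibitors block probe labeling of enzyme so polarization drops; 0% = enzyme with DMSO and 100% = wells lacking PAFAH2 protein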
PAFAH1B3 inh: PAFAH1B3 enzyme inhibitors, primary screen, biochemical, fluorescence polarization, human | actives 0.28% (n = 340,000) | recombinant PAFAH1B3, FP-rhodamine probe | inhibition, % at 3.39 µM;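 active = inhibition above the screen-wide average of all tested compounds plus 3 SD, cut at about 25% in these data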;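 also: 0% = enzyme with DMSO only and 100% = wells lacking PAFAH1B3 protein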
pPAFAH FP inh: pPAFAH enzyme inhibitors, primary screen, biochemical, fluorescence polarization, human | Platelet-activating factor acetylhydrolase (Homo sapiens), Q13093 | recombinant pPAFAH, FP-rhodamine probe fluorescence polarization | inhibition, % at 3.39 µM | actives 1.5% (n = 330,000) | AID 463082, 2010;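 active = inhibition above the mean inhibition across the screen plus 3 SD, cut at about 25% in these data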;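 also: inhibitors block binding of the rhodamine activity-based probe so polarization drops; 0% = enzyme with DMSO and 100% = wells lacking pPAFAH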
PAD4 inh: human PAD4 inhibitors, primary screen, biochemical, fluorescence polarization, 1536-well format. inhibition, % at 6.36 µM. actives 0.41% (n = 330,000). recombinant PAD4, RCA probe fluorescence polarization;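 active = percent inhibition above a cutoff equal to the mean of all tested compounds plus 3 SD, cut at about 15% in these data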;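 also: 0% = PAD4 with RCA probe and DMSO and 100% = probe without PAD4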
PME-1 inh: PME-1 inhibitors via competitive probe labeling, primary screen, biochemical, fluorescence polarization, FP-Rh probe, HTS. Protein phosphatase methylesterase 1 (Homo sapiens), Q9Y570. recombinant PME-1. inhibition, % at 5.9 µM. actives 0.53% (n = 320,000);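 active = inhibition above the campaign mean of all compounds plus 3 SD, cut at about 26% in these data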;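 also: competitive labeling of PME-1 active site by serine hydrolase directed probe; 0% = PME-1 with DMSO and 100% = wells lacking PME-1 enzyme; inhibitors block probe labeling so polarization falls and inhibition rises; many of its hits are not listed in these tables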
Target sequence (Q9Y570 whole entry, looked up): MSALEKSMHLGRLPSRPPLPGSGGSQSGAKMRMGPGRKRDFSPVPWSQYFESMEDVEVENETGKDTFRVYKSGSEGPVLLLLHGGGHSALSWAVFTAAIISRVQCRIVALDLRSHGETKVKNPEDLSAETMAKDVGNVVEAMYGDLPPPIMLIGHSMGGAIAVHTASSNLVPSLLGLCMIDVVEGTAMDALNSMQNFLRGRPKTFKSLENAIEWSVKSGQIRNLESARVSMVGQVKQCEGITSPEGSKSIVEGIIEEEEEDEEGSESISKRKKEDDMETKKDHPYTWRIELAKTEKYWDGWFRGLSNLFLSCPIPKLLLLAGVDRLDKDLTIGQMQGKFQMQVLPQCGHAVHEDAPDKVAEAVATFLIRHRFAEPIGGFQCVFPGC
GSTO1 counter: inhibitors of recombinant GSTO1, primary screen, counter-screen for RBBP9 inhibitor project, biochemical, fluorescence polarization. actives 1.1% (n = 300,000). inhibition, % at 5.96 µM. AID 1974, 2009. activity-based probe fluorescence polarization. Glutathione S-transferase omega-1 (Homo sapiens), P78417;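 active = inhibition above the campaign mean inhibition plus 3 SD, cut at about 35% in these data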;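 also: 0% = GSTO1-1 with DMSO and 100% = wells lacking GSTO1-1 enzyme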
Target sequence (P78417 whole entry, looked up): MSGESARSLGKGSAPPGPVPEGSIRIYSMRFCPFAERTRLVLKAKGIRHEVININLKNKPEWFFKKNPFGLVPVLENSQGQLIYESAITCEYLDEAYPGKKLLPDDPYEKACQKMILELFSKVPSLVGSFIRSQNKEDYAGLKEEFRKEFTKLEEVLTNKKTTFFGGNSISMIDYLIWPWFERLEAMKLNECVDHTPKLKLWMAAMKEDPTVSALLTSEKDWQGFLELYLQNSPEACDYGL
PAFAH1B2 inh: PAFAH1B2 enzyme inhibitors, primary screen, biochemical, fluorescence polarization, human; Platelet-activating factor acetylhydrolase IB subunit alpha2 (Homo sapiens), P68402; inhibition, % at 3.39 µM; recombinant PAFAH1B2, FP-rhodamine activity probe; AID 492953, 2010; actives 1.2% (n = 340,000);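 active = inhibition above the mean of all tested compounds plus 3 SD, cut at about 24% in these data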;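 also: 0% = enzyme with DMSO and 100% = wells lacking PAFAH1B2; many of its hits are not listed in these tables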
LYPLA1 counter: LYPLA1 inhibitors, primary screen, counter-screen for PME1 inhibitor project, biochemical, fluorescence polarization, FP-Rh probe ABPP; Acyl-protein thioesterase 1 (Homo sapiens), O75608; actives 0.16% (n = 320,000); recombinant LYPLA1; inhibition, % at 5.9 µM; AID 2174, 2009;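 active = inhibition above the mean of all tested compounds plus 3 SD, set per campaign, cut at about 14% in these data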;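 also: inhibitors block serine hydrolase probe labeling of LYPLA1 so polarization falls; 0% = enzyme with DMSO and 100% = wells lacking LYPLA1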
Target sequence (O75608 whole entry, looked up): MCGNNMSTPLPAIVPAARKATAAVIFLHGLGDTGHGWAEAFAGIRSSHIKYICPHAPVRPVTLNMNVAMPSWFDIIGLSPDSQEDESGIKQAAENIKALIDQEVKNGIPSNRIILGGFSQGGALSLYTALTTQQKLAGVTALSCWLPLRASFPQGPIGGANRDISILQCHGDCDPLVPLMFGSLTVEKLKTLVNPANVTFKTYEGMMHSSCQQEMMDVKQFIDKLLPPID
Fam108B inh: mouse Fam108B serine hydrolase inhibitors, primary screen, counter-screen for RBBP9 inhibitor project, biochemical, fluorescence polarization | recombinant Fam108B, FP-Rh probe fluorescence polarization | inhibition, % at 9.51 µM | actives 0.33% (n = 300,000) | AID 1947, 2009;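 active = inhibition above the screen mean inhibition plus 3 SD, computed separately per campaign, cut at about 18% in these data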;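 also: inhibitors lower polarization as less probe binds the enzyme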
Numbers without * were called inactive; nt = no result given. This is a subset; count on the stated rates, not on these rows.

SMILES	PAFAH2 inh	PAFAH1B3 inh	pPAFAH FP inh	PAD4 inh	PME-1 inh	GSTO1 counter	PAFAH1B2 inh	LYPLA1 counter	Fam108B inh
CCN1CCN(CCn2c(=S)[nH]c3ccccc3c2=O)CC1	-14	-5	3	-2	-5	-3	0	2	-1
BrC(=C\c1ccccc1)/C=N/Nc1ccc2nncn2n1	8	2	0	-1	4	27	-1	0	0
c1ccc2c(c1)OCCOCCOc1ccccc1OCCOCCO2	2	-5	0	-3	-3	1	3	1	0
O=C1C=C(NC2CCCCC2)CCC1	-2	-3	3	-2	3	5	2	5	-1
COc1cc(NC(=O)CSc2nc(C)cc(C)n2)cc(OC)c1OC	3	5	7	-2	-5	4	1	2	-2
Fc1ccc(Cn2nnc(-c3ccc(CN4CCOCC4)cc3)n2)cc1	-1	3	11	-4	8	-2	10	-2	1
CN1C[C@H](C(=O)NC2(C)OC3(O)[C@@H]4CCCN4C(=O)[C@H](Cc4ccccc4)N3C2=O)CC2c3cccc4[nH]cc(c34)C[C@H]21 (some centres undefined)	11	6	2	0	-10	2	0	-1	7
CCCSCCCNC(=O)Cn1c(=O)c2cccn2c2ccccc21	-6	0	3	-2	6	8	6	-5	1
FC(F)(F)c1ccc2c(c1)N1CCCC1CN2 (centres undefined)	10	4	5	-5	-11	11	4	6	3
CC(Sc1ccc(Cl)cc1)C(=O)NCc1ccc2c(c1)OCO2 (centres undefined)	-15	6	1	-6	1	5	24*	1	1
COc1ccc(/C=N/NC(=S)N[C@H]2CC3CCC2C3)cc1 (some centres undefined)	nt	nt	6	-2	-3	-1	nt	-2	-1
CCn1c(SCC(=O)N/N=C/C(C)=C\c2ccco2)nnc1-c1ccccc1	5	1	5	3	-1	2	5	2	-2
CC(C)(C)c1ccc(SCCc2cccnc2)cc1	-4	7	-2	3	-3	1	5	1	1
O=C(NN1S(=O)(=O)c2ccccc2S1(=O)=O)c1ccc(Br)cc1	3	6	3	-2	3	-12	-3	0	-1
COc1ccc(C(=S)N2CCOCC2)cc1OC(=O)c1ccc([N+](=O)[O-])cc1	-15	1	7	2	2	3	-2	-1	6
COCc1cc(C)nc(SCC(=O)Nc2cccc3cccnc23)c1C#N	-4	5	6	2	8	1	4	4	-1
CC1CCN(S(=O)(=O)c2ccc3c(c2)N(C)C(=O)CC(=O)N3C)CC1	5	4	3	0	-4	6	16	-1	2
COc1cc(C(=O)NCC2CCCO2)ccc1OCc1ccccc1Cl (centres undefined)	-2	-4	8	-10	0	-2	-4	3	6
CC(C)Oc1ccc(OCCNC2CCCC2)cc1	-3	-3	1	4	4	-1	-1	0	1
O=C(NNC(=O)c1ccc(-n2cncn2)c([N+](=O)[O-])c1)c1ccc(Cl)cc1	6	12	-5	-6	-11	0	5	-1	-3
COc1ccc(CCNc2nc(-c3ccc(O)cc3)cs2)cc1OC	0	9	1	-4	-1	10	7	-4	4
CCOC(=O)c1sc(NC(=O)CCN2CCCCCC2)c(C(=O)OCC)c1C	-3	-3	2	-4	-1	8	-6	-2	-13
O=C(Nc1ccc2c(c1)C(=O)NC2=O)c1cccc(C(F)(F)F)c1	2	2	-7	0	-2	-2	0	-2	-6
Cc1ccc(S(=O)(=O)NCc2ccc(C(=O)NCCCN3CCC(Cc4ccccc4)CC3)cc2)cc1	2	-1	2	-4	-6	5	4	-3	-3
O=C(Nc1ccc(N2CCOCC2)cc1N1CCOCC1)c1cccc([N+](=O)[O-])c1	7	0	-1	-3	-1	1	-3	-5	-4

Next part
SMILES	PAFAH2 inh	PAFAH1B3 inh	pPAFAH FP inh	PAD4 inh	PME-1 inh	GSTO1 counter	PAFAH1B2 inh	LYPLA1 counter	Fam108B inh
CCS(=O)(=O)c1ccc2oc(SCC(=O)Nc3ccc(OC)cc3)nc2c1	-1	-5	-4	3	2	7	4	3	4
Cc1ccc(OCCOC(=O)Cn2nc(C)c([N+](=O)[O-])c2C)cc1	3	4	5	2	0	12	3	4	2
CC(C)(C)NC(=O)COC(=O)CCC(=O)c1ccc(F)cc1	-1	7	6	-7	-5	2	3	1	-2
COc1ccc2cc(C(=O)C3CCCN(C(=O)/C=C/c4ccccn4)C3)ccc2c1 (centres undefined)	0	4	-6	-7	-4	2	8	-3	-2
CN1CCc2cc3c(c4c2[C@H]1[C@H](O)c1ccccc1-4)OCO3	17	10	19	37*	10	69*	4	6	6
CCc1cc(=O)oc2cc(OC(C)C(=O)NCCCn3ccnc3)ccc12 (centres undefined)	-6	9	2	1	2	4	6	2	0
Cc1cc(C)n(-c2nc3ccccc3nc2Nc2ccc(CC(=O)O)cc2)n1	-1	-7	3	1	3	7	-5	1	0
O=C(COc1ccc2c3c(c(=O)oc2c1)CCCC3)NCCCn1ccnc1	-1	12	3	2	-5	-4	-4	-1	-2
COc1cc(CC(=O)OCC(=O)Nc2cccc([N+](=O)[O-])c2)cc(OC)c1OC	11	0	8	2	0	-2	1	2	-2
NC(=O)Cn1c(=O)n(CC(=O)N2CCCCC2)c(=O)c2sccc21	-6	2	9	7	-3	2	4	1	1
CC[C@]12c3[nH]c4ccccc4c3CCN1C(=O)C(CC(=O)NCCc1ccccn1)C[C@@H]2C(=O)N1CCN(C(=O)C2CC2)CC1 (some centres undefined)	-2	-1	-6	0	nt	nt	2	nt	nt
O=C(CN1CCOCC1)Nc1ccc(-c2nc3ccccc3[nH]2)cc1	8	2	10	-4	1	2	0	-3	0
CC(C)OCCCNc1nc2c(c(=O)n(Cc3ccccc3F)c(=O)n2C)n1C	8	7	2	5	8	-8	8	-4	-3
O=C(CSc1ccc([N+](=O)[O-])cc1)NCC1CCCCC1	8	6	1	-3	-3	8	24	0	2
CCN=C1S/C(=C\c2ccc(O)c(OCC)c2)C(=O)N1CC	-6	3	6	-2	11	3	2	5	1
CCCC1(C(=O)OCC)NC(c2ccc(N(C)C)cc2)C2C(=O)N(c3ccc(F)cc3)C(=O)C21 (centres undefined)	-9	-1	-4	-1	3	3	-5	-1	0
Cc1ccc(CSc2nnc([C@@H]3CCCN3C(=O)OC(C)(C)C)o2)cc1	-3	-8	-1	1	3	-3	21	1	4
O=C(N/N=C/c1cc2c(cc1Cl)OCO2)c1cccc(Br)c1	-3	-14	0	-6	-6	-6	-3	1	-19
Cc1nc2ccccc2n1Cc1n[nH]c(=S)n1-c1ccc(Cl)cc1	2	-4	3	5	4	7	6	0	-2
CCCCn1c(N)c(N(CCC(C)C)C(=O)c2sc3nc4n(c(=O)c3c2C)CCC4)c(=O)[nH]c1=O	-2	4	2	-1	-4	3	4	-2	-2
CCn1nc(C)c(CNC(=O)CC2C(=O)NCCN2CC(C)(C)C)c1C (centres undefined)	2	-3	-2	0	-4	5	2	-2	-3
COc1ccc(OC)c(NC(=O)c2cc3ccccc3cc2OC)c1	1	12	13	0	1	1	7	-2	4
CC(=O)N1CSCC1C(=O)NNS(=O)(=O)c1cccc(C(F)(F)F)c1 (centres undefined)	-3	-6	-2	2	4	11	4	2	1
O=C(CCc1c[nH]c2ccccc12)NC(Cc1ccccc1)C(=O)O (centres undefined)	8	0	-3	-3	-11	16	4	-3	0
COc1ccc(C)cc1S(=O)(=O)N1CCC2(CC1)OCCN2S(=O)(=O)c1cccs1	7	3	-1	7	7	-6	0	0	-3

The results go on.
SMILES	PAFAH2 inh	PAFAH1B3 inh	pPAFAH FP inh	PAD4 inh	PME-1 inh	GSTO1 counter	PAFAH1B2 inh	LYPLA1 counter	Fam108B inh
CCC(CC)C(=O)NCCN1CCN(C(=O)C(CC)CC)CC1	0	4	7	-1	-11	7	0	-3	1
CCN(Cc1ccccc1)C(=O)CSc1nc(C)cc(=O)[nH]1	-4	-4	0	4	3	7	7	0	8
Cc1csc(NC(=O)CCCC(=O)c2ccccc2)n1	2	4	2	0	0	9	-2	3	2
CCn1cc(CN2CCCC(C(=O)Nc3cccc(-c4cc5ccccc5[nH]4)c3)C2)cn1 (centres undefined)	4	12	6	5	5	5	-1	-4	1
O=S(=O)(c1ccc(F)c(F)c1)N1CCN(CCc2ccccc2)CC1	0	8	-1	4	0	2	0	-3	-5
Cc1ccc(-n2c(SCC(=O)Nc3ccc4c(c3)OCO4)nnc2-c2ccccn2)cc1	5	11	-1	0	-3	5	7	-2	-4
Cc1ccccc1CN1CCN(C2CCC2)CC1CCO (centres undefined)	5	2	2	-1	2	4	8	2	4
COc1ccc(N2CC(NS(=O)(=O)c3cccs3)CC2=O)cc1 (centres undefined)	3	3	8	-3	3	2	5	-2	-1
Cc1c(-c2c(C#N)c(N)nc3c2CCCCCC3)cnn1C	-4	-1	-6	-1	-3	3	4	3	-2
CC(C)(C)c1ccc(-c2conc2N)cc1	-1	-3	0	2	4	3	8	2	-1
CC1(C)OC(=O)C(=CSc2ccc(C(C)(C)C)cc2)C(=O)O1	0	7	2	0	-2	5	2	-2	0
Cc1nn(Cc2ccc(Cl)cc2)c(C)c1NC(=O)c1ccc([N+](=O)[O-])cc1	-1	13	4	-2	-3	-1	1	-1	-2
CN1CCN(Cc2cccc(Oc3ccc(Cl)cc3)c2)CC1	0	4	3	1	3	4	6	-1	5
O=C1NCC(CN(c2ccccc2)c2ccccc2)O1 (centres undefined)	2	2	2	-3	3	2	1	1	-1
CC(=O)N/N=C(\C)CC(=O)Nc1cccc(C(F)(F)F)c1	-6	-6	2	-6	-7	-1	-1	-3	2
COc1cc2c(cc1NC(=O)CSc1ccc(C)cc1)oc1ccccc12	-1	-1	-1	-4	-16	0	3	-6	-11
CCOc1ccccc1C(=O)N[C@H](C(=O)OCc1cc([N+](=O)[O-])cc2c1OCOC2)C(C)C	-12	10	2	-1	5	6	5	-4	5
CC1(C)CC(=O)C(C=NCCN2CCNC2=O)=C(O)C1	0	-1	-1	-5	-2	4	1	0	-4
Cc1ccc(-n2c(CCC(=O)O)ccc2-c2cccs2)cc1C	10	8	29*	-13	-4	8	6	-1	9
O=C(NCc1ccccc1Cl)C(=O)NCC1OCCN1S(=O)(=O)c1cccs1 (centres undefined)	1	2	10	3	-5	10	5	1	5
CCOC(=O)c1c(C2CC2)csc1NC(=O)COC(=O)c1cnc(Cl)c(Cl)c1	-7	7	-1	3	3	15	2	-2	-1
O=C1CN(C(=O)COC(=O)CCS(=O)(=O)c2ccccc2)c2ccccc2N1	6	3	7	-2	4	nt	8	0	nt
O=C(Nc1ccn(C2CC(OC(=O)c3ccccc3)C(CO)O2)c(=O)n1)c1ccccc1 (centres undefined)	2	7	0	2	-3	-2	2	-3	1
Clc1ccc(-n2nnnc2-c2ccno2)cc1	nt	nt	-4	1	-2	-4	nt	0	-1
C/C(=N/NC(=O)CCc1c(C)n[nH]c1C)c1cccc([N+](=O)[O-])c1	-2	10	6	3	2	4	1	-3	2
